Screening data (PubChem BioAssay)
IDE cell activ = human IDE activators in live cells, primary screen, fluorescence polarization, HEK cells, FAbeta-B substrate | Insulin-degrading enzyme (Homo sapiens), P14735 | FAbeta-B cleavage; 0% vehicle, 100% cell-free pure enzyme wells | activation, % at 5.96 µM | 340,000 tested, 0.073% active | AID 493087, 2011;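 active means activation above the mean of all tested compounds plus 3 SD, set per screening campaign, cut at about 17% in these data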
Target sequence (P14735 whole entry, looked up): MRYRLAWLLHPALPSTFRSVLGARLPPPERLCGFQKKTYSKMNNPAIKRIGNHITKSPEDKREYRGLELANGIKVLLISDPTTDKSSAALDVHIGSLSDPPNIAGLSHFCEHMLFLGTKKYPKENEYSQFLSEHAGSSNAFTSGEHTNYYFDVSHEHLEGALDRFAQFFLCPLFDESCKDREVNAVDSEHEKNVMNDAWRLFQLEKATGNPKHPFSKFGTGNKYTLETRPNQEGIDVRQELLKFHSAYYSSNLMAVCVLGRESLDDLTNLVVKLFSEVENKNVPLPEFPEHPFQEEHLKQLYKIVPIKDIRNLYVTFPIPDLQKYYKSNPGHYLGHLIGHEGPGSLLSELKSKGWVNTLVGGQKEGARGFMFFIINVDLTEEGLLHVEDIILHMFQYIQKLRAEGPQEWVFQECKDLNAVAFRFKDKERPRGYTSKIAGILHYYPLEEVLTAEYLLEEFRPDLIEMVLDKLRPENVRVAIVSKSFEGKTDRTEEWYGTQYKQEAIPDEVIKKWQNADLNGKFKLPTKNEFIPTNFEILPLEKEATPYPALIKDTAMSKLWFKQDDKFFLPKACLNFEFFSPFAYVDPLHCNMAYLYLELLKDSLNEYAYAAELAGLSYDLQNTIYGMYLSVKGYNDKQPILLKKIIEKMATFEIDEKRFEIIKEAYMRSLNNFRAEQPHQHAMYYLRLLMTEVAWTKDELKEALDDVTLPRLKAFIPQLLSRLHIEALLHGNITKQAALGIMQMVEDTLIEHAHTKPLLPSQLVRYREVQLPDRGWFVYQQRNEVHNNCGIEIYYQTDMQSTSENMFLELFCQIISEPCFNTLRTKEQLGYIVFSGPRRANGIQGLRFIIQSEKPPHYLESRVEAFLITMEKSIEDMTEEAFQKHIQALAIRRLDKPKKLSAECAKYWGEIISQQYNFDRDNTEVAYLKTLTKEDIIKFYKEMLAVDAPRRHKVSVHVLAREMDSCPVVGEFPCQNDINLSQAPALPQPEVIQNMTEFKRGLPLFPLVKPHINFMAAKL
* hit, by the source's call. Only part of the results is shown; the hit share may differ from the screen's.

#	smiles	IDE cell activ
1	CCOc1ccc(CCNC(=O)CSC(=S)N2CCCC2)cc1OCC	2.0
2	OC(c1ccccc1)(c1ccccc1)c1nccc2ccccc12	0.4
3	CC(=O)NCCSc1ccc(S(=O)(=O)N2CCCC2)cn1	1.9
4	NS(=O)(=O)c1ccc(NC(=O)CCCCCN2C(=O)c3ccccc3C2=O)cc1	-1.3
5	C=CCN(c1ccccc1)S(=O)(=O)c1cccc(C(=O)NCC(c2ccccc2OC)N2CCCC2)c1 (configuration not stated)	-2.8
6	COc1ccccc1N1CN(S(=O)(=O)c2ccc(C)cc2)c2nc3ccccc3nc21	2.6
7	CCCCOC(=O)c1ccc(NC(=O)CN2C(=O)NC3(CCCCCC3)C2=O)cc1	-0.2
8	CN(C(=O)c1cccc(NC(=O)Cc2ccc(NC(=O)C3CCN(C(=O)C4CCCC4)CC3)cc2)c1)C1CC1	0.7
9	O=C(CCNC(=O)c1ccc(Cl)cc1)NC1CCCCCC1	3.4
10	Cc1ccc(S(=O)(=O)N2CCN(Cc3ccccc3)CC2)s1	1.6
11	CC(NC(=O)COC(=O)CNS(=O)(=O)/C=C/c1ccccc1)c1ccccc1 (configuration not stated)	9.9
12	CCC1(c2ccccc2)NC(=O)N(CC(=O)Nc2cccc(S(=O)(=O)N3CCCC3)c2)C1=O (configuration not stated)	4.8
13	COc1ccc2nc(N3CCN(C(=O)C4COc5ccccc5O4)CC3)sc2c1 (configuration not stated)	-1.2
14	C[C@@H]1NC(=O)OC1c1ccco1 (some centres not stated)	2.9
15	Cc1ccc(S(=O)(=O)N2CCC(C(=O)OCC(=O)NCc3ccco3)CC2)cc1C	-1.4
16	COc1cc(F)c(C2=CC(=O)C[C@H](c3ccc(F)cc3)C2)cc1F	1.5
17	CCC1(c2ccc(F)cc2)NC(=O)N(CC(=O)N(C)C2CCS(=O)(=O)C2)C1=O (configuration not stated)	-3.5
18	COc1ccc(NC(=O)Nc2ccc3c(c2)C(=O)N([C@H](C)CO)C[C@H](C)[C@@H](CN(C)S(=O)(=O)c2ccc(OC)cc2)O3)cc1	2.0
19	COc1ccc(/C=C/C(=O)OCC(=O)NCCc2ccccc2)c(OC)c1	5.7
20	COc1cc2c(cc1OC)[C@@H](NC(=O)C(C)C)[C@H](O)C2	-2.4
21	CSc1ncccc1C(=O)OCC(=O)Nc1cccc(S(=O)(=O)N2CCOCC2)c1	7.8
22	COC(=O)c1ccc(NS(=O)(=O)c2cc3c4c(c2)C(C)C(=O)N4CCC3)cc1 (configuration not stated)	-0.1
23	O=C(NCCOc1ccccc1F)C1CC(=O)N(Cc2ccccc2)C1 (configuration not stated)	1.2
24	COc1ccc(/C=C/C(=O)OCC(=O)NC2CCCC2)cc1	-1.3
25	COc1ccc(NS(=O)(=O)c2cc(NC(=O)c3cncc(Br)c3)ccc2OC)cc1	1.3
26	O=C(Nc1ccc(O)cc1C(=O)O)c1ccc(NC(=O)c2ccco2)cc1	-0.6
27	COC(=O)c1ccsc1NC(=O)CCS(=O)(=O)c1ccc(Cl)cc1	-1.9
28	Cc1cc(=O)[nH]c(SCC(=O)Nc2c(C)n(C)n(-c3ccccc3)c2=O)c1C#N	3.4
29	Cc1ccc(C(=O)Nc2cc(S(=O)(=O)N3CCOCC3)ccc2N2CCCC2)cc1	-2.5
30	COc1ccc(N2CCN(C(=O)CN3C(=O)NC(C)(c4ccc5ccccc5c4)C3=O)CC2)cc1 (configuration not stated)	0.1

6 of the compounds above, with values ahead of the structure.
no.	IDE cell activ	molecule
29	-2.5	Cc1ccc(C(=O)Nc2cc(S(=O)(=O)N3CCOCC3)ccc2N2CCCC2)cc1
1	2.0	CCOc1ccc(CCNC(=O)CSC(=S)N2CCCC2)cc1OCC
16	1.5	COc1cc(F)c(C2=CC(=O)C[C@H](c3ccc(F)cc3)C2)cc1F
6	2.6	COc1ccccc1N1CN(S(=O)(=O)c2ccc(C)cc2)c2nc3ccccc3nc21
11	9.9	CC(NC(=O)COC(=O)CNS(=O)(=O)/C=C/c1ccccc1)c1ccccc1 (configuration not stated)
26	-0.6	O=C(Nc1ccc(O)cc1C(=O)O)c1ccc(NC(=O)c2ccco2)cc1

Additional results
#	smiles	IDE cell activ
31	COc1ccc(S(=O)(=O)N2CCCCCC2)cc1C(=O)N(C)Cc1ccco1	-4.2
32	COCCCn1c(SC(C)C(=O)NC2CC2)nc2ccccc2c1=O (configuration not stated)	1.0
33	COc1ccc(OCCN2CCN(S(=O)(=O)c3ccccc3C#N)CC2)cc1	-0.2
34	CC1(c2ccccc2Cl)NC(=O)N(CC(=O)Nc2ccc(N3CCCCC3)cc2)C1=O (configuration not stated)	-0.7
35	c1cc(-c2cc3cc4c(cc3cn2)OCO4)cs1	-2.0
36	CC(C)(C)OC(=O)n1cccc1/C=C1\c2ccccc2C(=O)N1c1ccccc1	1.4
37	CN(C(=O)Cn1cnc2sccc2c1=O)C1CCCCC1	-2.4
38	Oc1ccc(C[C@H]2CNC(=S)N2CC2CCCN2C[C@H](Cc2ccccc2)N2C[C@H](Cc3ccc(O)cc3)N(CCc3ccccc3)C2=S)cc1 (some centres not stated)	0.3
39	C#CCOCCOCCOCCNc1nc(N2CCN(C(=O)[C@H](C)n3cc(CCC(=O)O)nn3)CC2)nc(N2CCN(C(=O)[C@H](Cc3ccc(O)cc3)n3cc(CCO)nn3)CC2)n1	0.9
40	O=C(Nc1ccccn1)c1ccc(Cl)c(S(=O)(=O)N2CCCC2)c1	5.2
41	CC1C(=O)C(C)C(c2ccccc2)N(N=O)C1c1ccccc1 (configuration not stated)	-4.7
42	CCOC(=O)N1CCN(C(=O)CSc2ncnc3sccc23)CC1	1.1
43	COc1ccc(COC(=O)C2CCN(S(=O)(=O)c3ccc(C)cc3)CC2)cc1	4.2
44	COc1ccc(CNC(=O)COc2ccc(S(=O)(=O)N3CCOCC3)cc2)cc1	0.2
45	CC(=O)c1ccc(-c2c(C)cc3oc(=O)cc(-c4ccccc4)c3c2C)cc1	3.2
46	Cn1c(=O)c2c(ncn2CC(=O)OCCCC(=O)c2ccc(Br)cc2)n(C)c1=O	1.3
47	Cc1cc2c(cc(C(=O)OC(C)C(=O)NCc3ccc(F)cc3)n2C)o1 (configuration not stated)	0.9
48	Cc1ccc(-n2nnnc2CNC(=O)c2ccc([N+](=O)[O-])o2)cc1C	-0.6
49	CC(N)C(=O)NC(C(=O)N1CCCC1C(=O)NC(c1ccccc1)c1ccccc1)C(C)C (configuration not stated)	4.9
50	O=C(Nc1ncccc1O)c1ccc2c(c1)OCCO2	1.8
51	Cc1noc(C)c1C(=O)Nc1cc(S(=O)(=O)N2CCCCC2)ccc1N(C)C	1.1
52	COCC(C)n1c(SCC(=O)N2CCOCC2)nc2ccccc2c1=O (configuration not stated)	3.2
53	COc1ccc(-n2c(=O)c(CCC(=O)N(C)Cc3cccs3)nc3ccccc32)cc1	3.4
54	Cc1cc(Br)ccc1NC(=O)CN(C)C(=O)c1cccc(S(=O)(=O)N2CCN(C)CC2)c1	-1.3
55	O=C(COC(=O)CNC(=O)C1CCCCC1)Nc1cccc(F)c1	4.2
56	NC(=O)C1=C(N=C2CCCCC2)CCCC1	5.0
57	O=C(CCN1C(=O)CSc2ccccc21)Nc1ccc(C(F)(F)F)cc1	0.3
58	CCOc1cc(C(=O)CCC(=O)OCC(=O)Nc2ccc(F)cc2)ccc1O	0.2
59	O=C(CC1CC2CCC1C2)N1CCN(S(=O)(=O)c2ccccc2[N+](=O)[O-])CC1 (configuration not stated)	4.7
60	CN(CC(=O)Nc1ccc(Cl)c(C(F)(F)F)c1)C(=O)C1CC(=O)N(C2CCCC2)C1 (configuration not stated)	3.6

Molecules above containing a COOH group:
#	smiles	IDE cell activ
26	O=C(Nc1ccc(O)cc1C(=O)O)c1ccc(NC(=O)c2ccco2)cc1	-0.6
39	C#CCOCCOCCOCCNc1nc(N2CCN(C(=O)[C@H](C)n3cc(CCC(=O)O)nn3)CC2)nc(N2CCN(C(=O)[C@H](Cc3ccc(O)cc3)n3cc(CCO)nn3)CC2)n1	0.9

Going on with the list:
#	smiles	IDE cell activ
61	O=C(CN1C(=O)NC2(CCCC2)C1=O)OCCOc1ccccc1Cl	4.6
62	COc1ccc(C(CNC(=O)c2cc(S(=O)(=O)Nc3cccc(C)c3)ccc2C)N2CCOCC2)cc1 (configuration not stated)	3.2
63	C#CC1(O)CCC2C3CCc4cc(O)cc(C)c4C3CCC21C (configuration not stated)	0.0
64	CC1CCCN(S(=O)(=O)c2cccc(C(=O)NCc3ccco3)c2)C1 (configuration not stated)	0.9
65	CCN(CC)CCNC(=O)c1ccc(NC(=O)c2cccc(S(=O)(=O)N3CCCCCC3)c2)cc1	2.8
66	Cc1ccc(C(=O)CCC(=O)N2CCN(c3ccccc3O)CC2)cc1	-0.4
67	O=C(CNCc1ccc(Cl)cc1)Nc1cc(S(=O)(=O)N2CCCC2)ccc1Cl	2.4
68	O=C(CNc1cccc(S(=O)(=O)N2CCCCCC2)c1)Nc1cccc([N+](=O)[O-])c1	0.1
69	C=CC[C@H](CC(=O)NCCO)C(=O)NCCOC(=O)[C@@H](CC=C)CC(=O)OC(C)(C)C	1.6
70	CCN1C(=O)[C@H]2[C@@H](c3ccc(-c4cc(C(C)=O)cs4)cc3)N3CCC[C@@]3(C(=O)OC)[C@H]2C1=O	1.4
71	NC(=O)c1ccsc1NC(=O)COC(=O)/C=C/c1ccccc1	-0.8
72	COc1ccccc1NS(=O)(=O)c1cc(NC(=O)C(C)NC(N)=O)ccc1N1CCCC1 (configuration not stated)	1.3
73	C[C@H](CO)N1C[C@H](C)[C@@H](CN(C)C(=O)Nc2ccc(C(F)(F)F)cc2)Oc2c(NC(=O)C3CCCCC3)cccc2C1=O	0.7
74	Cc1ccc(NC(=O)COC(=O)c2nn(-c3ccc(Cl)cc3)cc2O)cc1	-1.2
75	O=C1CCC(C2CCc3cc(O)ccc3C2)C1 (configuration not stated)	1.6
76	Cc1ccccc1OCC(=O)NNC(=O)C1CC(=O)N(c2ccc3c(c2)OCCO3)C1 (configuration not stated)	-1.0
77	CC(C)N(C(=O)[C@H]1C[C@H](CC(=O)NCC23CC4CC(CC(C4)C2)C3)C(=O)N2CCc3c([nH]c4cc(CCC(=O)N(C)C)ccc34)[C@]12C)C(C)C	3.7
78	CCOc1ccc(C(=O)C(C)OC(=O)C2CCN(c3ccc(C(F)(F)F)cn3)CC2)cc1 (configuration not stated)	0.4
79	O=C(NCCCN1CCCC1=O)c1ccc(S(=O)(=O)Nc2ccccc2F)cc1	1.6
80	CC(=O)c1ccccc1NC(=O)CSc1nc2ccccc2c(=O)n1CCCN1CCOCC1	0.0
81	c1ccc(-c2cn3ccccc3n2)cc1	2.8
82	Cc1ccc2[nH]c(CCN(C)C)c(CN3CCOCC3)c2c1	1.6
83	O=C(c1ccc2nccnc2c1)N1CCN(c2cccc(C(F)(F)F)c2)CC1	-1.9
84	C=CC[C@H](CC(=O)N[C@H](CO)Cc1ccccc1)C(=O)N[C@H](COC(=O)[C@@H](CC=C)CC(=O)OC(C)(C)C)Cc1c[nH]c2ccccc12	2.4
85	C[C@H](CO)N1C[C@H](C)[C@@H](CN(C)S(=O)(=O)c2ccccc2)Oc2ccc(NC(=O)Nc3ccc4c(c3)OCO4)cc2C1=O	2.3
86	CCN(C[C@H]1N[C@@](Cc2ccccc2)(C(=O)OC)[C@H]2C(=O)N(Cc3ccccc3)C(=O)[C@@H]12)C(=O)COc1ccccc1	-1.8
87	COc1ccc(Br)c(C(=O)NNC(=O)c2ccc(NS(=O)(=O)c3cccs3)cc2)c1	2.3
88	O=C(COC(=O)c1ccc(F)c(S(=O)(=O)N2CCOCC2)c1)c1ccc(Br)cc1	0.0
89	O=C(Cc1ccc(S(=O)(=O)N2CCOCC2)s1)OCc1ccc(Cl)cc1	-8.3
90	COc1ccccc1[C@]1(C)ON(c2ccccc2C(F)(F)F)C1=O	2.9
91	OCCNCc1cccc(-c2ccccc2)c1O	3.3
92	CN(C)CCC(O)(c1ccccc1)c1ccccc1Cl (configuration not stated)	3.2
93	COc1ccccc1CNC(=O)COC(=O)CCN=C1NS(=O)(=O)c2ccccc21	3.7
94	Cn1c(=O)c2[nH]c(NN=Cc3ccc(F)cc3)nc2n(C)c1=O	3.0
95	COc1cc2c(c(OC)c1OC)C(=O)C(=Cc1ccccc1)O2	0.1
96	CCN(CC(=O)Nc1ccc2c(c1)OCCO2)C(=O)c1cc(S(=O)(=O)N2CCOCC2)ccc1F	2.9
97	O=C(NC1CC1)c1cc(Cl)nc2ccccc12	2.0
98	CCOc1cc(N2CCOCC2)c(OCC)cc1NC(=O)C1CC(=O)N(c2ccccc2OCC)C1 (configuration not stated)	7.1
99	CCCCN(CCO)CCCC	3.3
100	COc1cccc(CNC(=O)CSc2nc(=O)n(Cc3ccncc3)c3c2CCC3)c1	3.6
101	CC(C)(C)OC(=O)N[C@@H](C(=O)OC(C)(C)C)c1ccc2ccccc2c1	3.7
102	CCOC(=O)[C@H]1[C@H]2COc3ccc(Br)cc3[C@H]2N2C(=O)CN(CCc3c[nH]c4ccccc34)C(=O)[C@@]12C	5.0
103	CN(CC(=O)Nc1cccc(F)c1)C(=O)c1ccc2c(c1)S(=O)(=O)N=C1CCCCCN12	-2.9
104	Cc1sc2ncnc(N3CCC(C(=O)NNC(=O)c4ccc(Cl)cc4)CC3)c2c1C	-5.4
105	COc1ccccc1C(=O)NCCC(=O)N1CC(C)OC(C)C1 (configuration not stated)	-1.2
106	Cc1onc(-c2ccccc2)c1C(=O)NNC(=O)c1ccccc1Br	-1.1
107	O=C1OC(c2ccc3ccccc3c2O)(c2ccc3ccccc3c2O)c2ccccc21	-6.0
108	CN1CCN(S(=O)(=O)c2ccc(N(C)Cc3ccc(C(F)(F)F)cc3)c([N+](=O)[O-])c2)CC1	-2.8
109	COc1cccc(NC(=O)C(=O)NCC(c2ccco2)N2CCc3ccccc3C2)c1 (configuration not stated)	0.8
110	CN(c1ccc(C(=O)COC(=O)C2CC2)cc1)S(C)(=O)=O	-1.8
111	Cc1ccc(C(=O)Nc2cccc(-c3ccc(N4CCOCC4)nn3)c2)cc1[N+](=O)[O-]	-3.9
112	CC(C(=O)O)C(=O)O	7.5
113	CN(CC(=O)Nc1cccc(F)c1)C(=O)c1sc2ccccc2c1Cl	2.5
